DAT uptake mod: changed hDAT dopamine uptake under cocaine IC80, either direction, primary screen, cocaine antagonist project, cell-based, LLC-PK1 hDAT, [14C]-dopamine uptake, MLSMR; Sodium-dependent dopamine transporter (Homo sapiens), Q01959; LLC-PK1 hDAT cells, [14C]-dopamine uptake with cocaine IC80; actives deviate in either direction; B-score at 10 µM; 110,000 compounds, 1.3% hits; AID 449768, 2010;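 active means Z score or B-score, a plate-position-corrected score, falls beyond the plate's 99.7% confidence bounds, in either direction; inactive means both scores lie inside the 99.7% bounds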;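 further: scored against the spread of the other compound wells on the same plate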
PLK1 inh: human PLK1 kinase inhibitors, primary screen, biochemical, TR-FRET; inhibition, % at 10 µM; recombinant PLK1 kinase, TR-FRET peptide phosphorylation; Serine/threonine-protein kinase PLK1 (Homo sapiens), P53350; 97,000 compounds, 0.53% hits;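 active means inhibition of 50% or more in the single-concentration screen; inactive means inhibition below 50%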;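 further: 0% = DMSO max control and 100% = H-89 dihydrochloride min control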
Target sequence (P53350 whole entry, looked up): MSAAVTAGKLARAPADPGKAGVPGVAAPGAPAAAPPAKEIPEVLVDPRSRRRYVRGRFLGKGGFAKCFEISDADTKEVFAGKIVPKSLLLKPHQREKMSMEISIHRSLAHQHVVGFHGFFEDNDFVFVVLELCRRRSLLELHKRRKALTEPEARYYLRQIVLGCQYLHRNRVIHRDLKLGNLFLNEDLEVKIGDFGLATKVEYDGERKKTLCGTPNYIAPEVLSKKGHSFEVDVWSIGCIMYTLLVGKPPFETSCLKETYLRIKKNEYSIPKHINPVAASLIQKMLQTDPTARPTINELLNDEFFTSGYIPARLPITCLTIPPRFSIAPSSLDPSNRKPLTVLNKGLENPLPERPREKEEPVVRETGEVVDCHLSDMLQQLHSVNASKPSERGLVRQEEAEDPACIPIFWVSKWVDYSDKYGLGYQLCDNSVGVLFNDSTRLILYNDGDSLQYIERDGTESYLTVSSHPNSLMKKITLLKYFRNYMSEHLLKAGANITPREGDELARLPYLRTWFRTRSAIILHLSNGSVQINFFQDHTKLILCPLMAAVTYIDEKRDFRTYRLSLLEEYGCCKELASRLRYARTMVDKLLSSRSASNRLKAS
sEH inhibitor: soluble epoxide hydrolase inhibitors, primary screen, biochemical, human sEH | Bifunctional epoxide hydrolase 2 (Homo sapiens), P34913 | AID 707, 2007 | 91,000 compounds, 0.34% hits | recombinant human sEH enzymatic activity assay | inhibition, % at 2 µM; in the data active means inhibition above about 80%; further: values of inactives mirror those of a sister screen read the other way; many of its hits are not listed in these tables
IL1B cytotox: cytotoxicity in IL-1B stimulated HUVEC, primary screen, cytotoxicity control for IL-1B NFkB translocation project, imaging, Hoechst nuclear count, IL-1B stimulus. HUVEC cell count loss. cell count reduction, % at 2 µM. 94,000 compounds, 0.41% hits. AID 845, 2007;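 active means cell count reduction more than 3 SD above the screen-wide mean, cut at about 70% in these data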;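 further: normalized per plate to untreated control cells as the no-loss baseline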
PLK1 PBD inh: Plk1 polo box domain binding inhibitors, primary screen, biochemical, fluorescence polarization. Serine/threonine-protein kinase PLK1 (Homo sapiens), P53350. Plk1 PBD phosphopeptide binding. inhibition, %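 (tested at about 20 µM)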. 97,000 compounds, 0.13% hits. AID 693, 2007; in the data active means inhibition above about 34%, passing the limit was not always enough
HUVEC tox TNFa: cytotoxicity in TNFa-stimulated HUVEC, primary screen, cytotoxicity control for VCAM1 expression modulator project, imaging, Hoechst nuclei count; 93,000 compounds, 0.17% hits; AID 848, 2007; HUVEC TNFalpha-stimulated, Hoechst cell count; cell count reduction, % at 2 µM;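 active means cell count reduction exceeding the screen mean by over 5 SD, scaled to untreated wells per plate, cut at about 78% in these data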;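 further: cells counted after 24 h of TNF alpha exposure following the 1 h pretreatment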
Ecoli WT expand: growth inhibitors of wild-type E. coli, primary screen, strain BW25113, expanded library, OD600; OD600 absorbance; growth inhibition, % at 100 µM; 98,000 compounds, 0.15% hits; AID 710, 2007;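 active means growth inhibition above about 50% at one test dose, limit read from the data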;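 further: growth measured after 20 h incubation at 37 °C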
VCAM1 TNFa inh: inhibitors of TNFa-induced VCAM1 expression, primary screen, imaging, HUVEC, TNFa stimulus, immunofluorescence. HUVEC TNFa-induced VCAM-1 immunofluorescence, high-content imaging. inhibition, % at 2 µM. 95,000 compounds, 0.48% hits. AID 802, 2007;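 active means inhibition above the batch mean plus 3 SD, with images confirmed as a hit by eye, cut at about 37% in these data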;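 further: 0% = TNF-stimulated DMSO wells and 100% = unstimulated control wells; not every result past the cut was called active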
cytoskel mod: modifiers of F-actin cytoskeleton organization, primary screen, imaging, HUVEC, phalloidin staining, high-content imaging; inhibition, % at 2 µM; 91,000 compounds, 0.18% hits; HUVEC TNFa F-actin phalloidin imaging;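 active means inhibition above the batch mean plus 3 SD and confirmed as a hit by visual image inspection, cut at about 30% in these data, passing the limit was not always enough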; further: strong numbers were not always called active
Active calls of the source: *; nt = no result given.

SMILES	DAT uptake mod	PLK1 inh	sEH inhibitor	IL1B cytotox	PLK1 PBD inh	HUVEC tox TNFa	Ecoli WT expand	VCAM1 TNFa inh	cytoskel mod
CCC(c1nnnn1CCc1ccccc1)N1CCN(c2ccc(OC)cc2)CC1 (stereo unspecified)	-0.21	-10	-3	6	-47	14	-7	-5	-10
Cc1cc([N+](=O)[O-])ccc1NCc1ccc2ccccc2c1	0.032	-2	1	-36	-3	4	-14	3	-9
O=C(CSc1nnc2ncccn12)N1CCCCCC1	0.47	-3	11	4	-20	0	-3	2	0
Cc1ccc(-c2nnc3c4ccccc4c(C)nn23)cc1S(=O)(=O)N1CCN(C)CC1	nt	-10	5	-11	-30	-17	nt	10	28
O=C1c2ccccc2S(=O)(=O)N1Cc1cccc(S(=O)(=O)N2CCOCC2)c1	-0.88	-8	1	10	10	-26	7	17	-14
CCOC(=O)C1CCN(C(=O)C(=O)N2CCC(C(=O)OCC)CC2)CC1	-0.55	-10	4	-2	-21	1	1	3	5
CC(=NCc1ccco1)C1=C(O)c2ccccc2C1=O	0.21	-11	4	-26	15	-23	0	-9	30
O=C(O)CSc1nc(C(F)(F)F)cc(=O)n1-c1ccccc1	-0.46	-7	9	-44	-6	-13	2	13	5
O=C(O)C1C2C=CC(C2)C1C(=O)NCCc1cccc(Cl)c1 (stereo unspecified)	-0.0053	-3	4	2	4	nt	-5	-22	-11
CC(=O)c1ccc(-n2nnnc2SCC(=O)NNC(=O)c2ccco2)cc1	-0.096	-7	2	-22	-4	-18	2	-3	-6
COc1ccc(N=C2SC(C(=O)Nc3ccc4c(c3)OCO4)CC(=O)N2C)cc1 (stereo unspecified)	-0.64	-7	2	4	15	-12	1	9	-51
O=C(/C=C/c1ccccc1)NNC(=O)c1cccc(Cl)c1	0.032	-2	7	-9	21	4	-3	9	-5
COc1cccc(C2C(=O)N(C3CCCCC3)CC(=O)N2Cc2ccc(F)cc2)c1 (stereo unspecified)	-0.14	-2	6	-8	-31	-37	-2	12	12
Cc1ccc(N=C2CCCCCN2C)c(C#N)c1	0.14	-16	0	-6	3	-19	nt	-27	4
CCCc1nc2ccc(NC(=O)c3ccco3)cc2c(=O)n1Cc1ccccc1Cl	-1.5	-7	3	-29	-16	-16	nt	22	9
COc1ccc(Nc2nc(C)cc(C)c2C#N)cc1	0.76	-8	-15	-13	4	-31	-8	8	4
CN(C)c1nc(C(=O)NN)nc(N(C)C)n1	-0.12	8	7	-2	-19	-27	3	9	0
Cc1ccc(S(=O)(=O)/N=C(\c2ccc(F)cc2)n2c(C)nc3ccccc32)cc1	0.23	-3	11	-4	-12	-17	2	-28	6
CCOc1ccc(-c2nnc3ccc(SCC(=O)NCc4ccco4)nn23)cc1	-0.36	-8	0	10	8	-4	-5	-2	34
O=C1OCCC1N1C(=O)c2ccccc2S1(=O)=O (stereo unspecified)	-0.47	0	-13	16	2	-15	4	5	0
O=C1C2C3C=CC(C3)C2C(=O)N1Cc1ccc(CN2C(=O)C3C4C=CC(C4)C3C2=O)cc1 (stereo unspecified)	-1.2	-2	-4	20	-8	-19	1	7	3
O=C(Nc1ccc(-c2nc3ccccc3o2)cc1)c1ccc2c(c1)OCO2	-0.5	-11	7	-62	-17	-23	-13	-40	-3
Cc1cc(C)cc(N=c2c([N+](=O)[O-])nn(-c3cccc(Cl)c3)n2O)c1	-1.3	2	12	-124	34	-15	-3	3	-5
Cc1cc(-c2nnc(SCC(=O)N3C(C)CCCC3C)o2)no1 (stereo unspecified)	-1.7	26	8	-15	0	3	-5	5	5
O=C(CCCc1ccccc1)Nc1nncs1	-0.52	-1	21	11	2	-7	nt	-20	14
COc1ccc(CC(=O)Nc2ccc(-c3cn4ccccc4n3)cc2)cc1	0.0048	-17	10	-11	1	-6	-9	-16	-8
Cc1c(OCC(F)(F)F)ccnc1CSc1nc2ccccc2[nH]1	0.82	-8	0	3	-4	12	-3	12	3
N#C/C(=C1\CCCN1)c1ccc2ccccc2n1	-1.2	-4	2	-7	2	-18	-3	3	34
Cc1cccc(S(=O)(=O)c2c(N)n(/N=C/c3ccco3)c3nc4ccccc4nc23)c1	0.045	-3	-6	19	-1	7	-10	6	-20
COC(=O)c1cc(NCc2cccs2)ccc1N1CCOCC1	0.52	-12	nt	-15	-34	9	1	7	-2
CCOC(=O)C1CCCN(c2cc(C)nc3cc(-c4ccc(F)cc4)nn23)C1 (stereo unspecified)	-0.024	-9	10	18	-26	-27	-5	11	-12
CCOC(=O)c1c(NC(=O)c2cccs2)sc(C)c1C	-0.37	-8	4	-9	-23	-42	-16	12	-11
COc1ccc2c(c1)C1(Nc3ccccc3C(=O)N1c1ccccc1)C(=O)N2 (stereo unspecified)	0.4	-2	4	-7	1	-50	8	-27	-2
Cc1cc(C(=O)OCC(=O)NCCc2ccccc2)c(C)o1	1.2	-6	-16	-8	24	-20	-7	0	9
O=C(NCc1ccc(Cl)cc1)C1=Cc2cc(Cl)ccc2OC1	-0.6	-9	8	2	12	-28	0	8	-26
Cc1ccc(S(=O)(=O)N2CCN(C(=O)CSc3ncc(C(F)(F)F)cc3Cl)CC2)cc1	1.6	-8	-4	17	-16	1	-7	24	-5
CC(C)OCCCn1c(=N)c(C(N)=S)cc2c(=O)n3ccccc3nc21	-0.013	20	-1	-37	-32	2	-2	-1	-67
COC(=O)c1ccc(OC)c(CSc2nnc(COc3ccccc3)o2)c1	0.03	-2	-3	-13	-36	-7	1	-14	-15
CC(C)(C)OC(=O)N1CCCC1C(=O)O (stereo unspecified)	-1.1	-2	5	-4	12	-7	-6	-7	-19
Cc1ccc(C2CC(c3cccc(Br)c3)Nc3nnnn32)cc1 (stereo unspecified)	-0.14	-4	12	-34	8	-5	-9	-15	-5
O=C(NC1CC1)c1cc2c(s1)-c1ccccc1OC2	-0.4	-5	-6	-6	31	-29	4	8	-3
CCC(C)NS(=O)(=O)c1ccc(S(=O)(=O)N2CCCC3(CCCCC3)C2)cc1 (stereo unspecified)	1.2	-8	2	13	6	-4	0	11	-3
CCOC(=O)c1c(-c2ccccc2Cl)cn2ccccc12	0.051	-2	6	-28	0	8	2	13	-6
NS(=O)(=O)c1ccc(CCNC2CC(=O)N(CCc3ccccc3)C2=O)cc1 (stereo unspecified)	0.19	-12	6	-30	-26	2	0	7	-44
O=C(O)CCC(=O)Nc1ccc(OCC(=O)O)cc1	-0.46	-7	5	8	-18	6	-1	6	-13
CN(C)CCN1CC(C(=O)O)CC1=O (stereo unspecified)	-0.28	-7	5	-8	-33	-34	1	15	11
CCOc1ccccc1OCC(=O)OCC(=O)Nc1ncc(Cl)cc1Cl	0.044	-11	18	-8	7	-20	4	7	28
COc1ccccc1-c1noc(-c2ccco2)n1	-0.025	-6	4	3	15	-10	-2	-13	-11
O=C1CC(Nc2ccccc2)C(=O)N1Cc1ccccc1 (stereo unspecified)	-0.66	4	-9	0	9	3	-2	-3	-8
Cc1cc(NC(=O)c2ccccc2F)n(-c2nc3ccccc3[nH]2)n1	-1.3	-7	-8	44	-17	-12	-8	-2	-2
COC(=O)C(NC(=O)c1ccc(F)cc1)(Nc1nc(C)cs1)C(F)(F)F (stereo unspecified)	-1.2	-9	0	-16	-10	-14	10	20	16
NC(CC(=O)OC1CCCCC1)C(=O)OC1CCCCC1 (stereo unspecified)	-0.47	-15	-13	38	-14	-17	6	-8	-3
CCOC(=O)CSc1nnc(CNC(=O)c2cccs2)n1-c1cc(C)ccc1C	-0.11	-6	9	-17	-6	-15	-3	16	-23
COC(=O)c1c(-n2c(C)cc(C=O)c2C)sc2c1CCCC2	1.3	9	0	-99	-6	nt	-3	nt	nt
C=CCNC(=O)C(=O)c1cccn1-c1ccsc1C(=O)OC	-0.18	10	-10	nt	-14	-25	-11	-10	20
Cc1ccc(Nc2ccc(C(=O)O)cc2N)cc1	0.27	-9	7	0	-12	-26	-3	0	-20
COc1ccc(C2C3=C(CC(c4ccco4)CC3=O)Nc3ccccc3N2C(C)=O)cc1 (stereo unspecified)	1.4	-12	8	6	-14	-28	-2	18	-16
Cc1ccc(-c2nn(C)c(=O)c3ccccc23)cc1S(=O)(=O)N1CCOCC1	-0.42	-12	3	-20	24	-9	nt	22	5
CC(C)(C)c1ccc(C(=O)N2CCCCCC2=O)cc1	-0.021	-20	-11	7	12	5	nt	9	-13
Cc1csc2nc(CSc3ccc(Cl)cc3)cn12	-0.24	-17	-11	0	-1	-11	20	-4	-11
Further records:
SMILES	DAT uptake mod	PLK1 inh	sEH inhibitor	IL1B cytotox	PLK1 PBD inh	HUVEC tox TNFa	Ecoli WT expand	VCAM1 TNFa inh	cytoskel mod
O=c1c2ccccc2nc(SCc2nnc(-c3ccccc3Br)o2)n1Cc1ccco1	1.8	-13	25	-14	-27	-30	-17	-4	12
Clc1ccc(Oc2ncnc3oc(-c4ccccc4)cc23)cc1	-0.052	-39	0	18	-7	-2	-2	-11	24
Cn1c(N)c(C(=O)COC(=O)C2(c3cccc(F)c3)CCCC2)c(=O)n(C)c1=O	0.24	-5	1	-13	-14	16	-3	2	12
O=C(Nc1cnn(Cc2c(Cl)cccc2Cl)c1)C(c1ccccc1)c1ccccc1	-0.47	-14	10	15	-6	-37	-5	-8	-8
COc1ccc(OCCSc2nnc3sc4ccccc4n23)cc1	-1.1	-17	2	-9	-25	-23	4	12	5
Cc1cccc(C2NC(=O)c3c(sc(C)c3C)N2)c1O (stereo unspecified)	0.72	-8	-4	-5	0	9	1	-4	2
Cc1ccc(S(=O)(=O)NNC(=O)c2snnc2C)cc1	0.084	-5	-4	-3	-14	-16	3	-7	-5
Cc1c(C(=O)NCc2ccccc2)oc2ccc(S(=O)(=O)N3CCCC3)cc12	0.6	-14	-6	-32	1	-8	-5	-8	-4
COc1ccc(-c2ccc(-c3noc(-c4ccccc4OC)n3)c(OC)n2)cc1	0.32	-10	5	-21	-19	nt	-18	nt	nt
CCCN(CCC)CCCNC(=O)c1ccc2c(c1)N(CC)C(=O)c1ccccc1S2=O (stereo unspecified)	0.14	-19	-4	40	5	-6	-5	10	12
CCn1c(-c2ccco2)nc2ccccc21	0.57	-9	-4	30	-26	-25	3	-3	14
COc1ccc(CC(=O)Nc2c3c(nn2-c2cccc(C)c2C)CS(=O)C3)cc1 (stereo unspecified)	-1.1	-12	-2	-4	-22	7	3	0	-18
CC1(C)CC(=O)C(C=NCc2cccnc2)=C(O)C1	1.1	-6	-4	-15	-7	-29	0	10	15
